# PriA SSB inh – blocks PriA binding to SSB C-terminal tail | AlphaScreen SSBct-PriA binding, biotinylated peptide | inhibition, % at 33 µM | actives 0.6% (n = 430,000) | AID 1272365; in the data active = inhibition mostly above about 37%, no sharp cut-off; inactive = mostly below about 20%;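 also: plate controls were negative control peptide for no effect and reference peptide for full effect; strong numbers were not always called active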
# * hit, by the source's call; & = joins results of further samples. A portion of the library. The share of hits here may be higher or lower than overall.
# Start of the data: the first seven records as a preview:
SMILES,PriA SSB inh
CCOC(=O)c1ccc(NC(=O)Cn2c(=O)n(Cc3nc(C)no3)c(=O)c3ccccc32)cc1,0
O=C(CN(Cc1ccc(Cl)cc1)S(=O)(=O)c1cccnc1)NCc1ccccc1,-10&3
COc1cccc(OCC(=O)Nc2cc(C)nn2-c2nc3c(cnn3-c3ccc(C)c(C)c3)c(=O)[nH]2)c1,2
Oc1ccccc1C=NN1CCN(c2ccccn2)CC1,4
O=c1c2cc(-c3ccccc3Cl)nn2ccn1Cc1ccc(Br)cc1F,-6
CC(=NNC(=O)c1cccc(Cl)c1)c1cccc(NC(=O)C(C)C)c1,-16
COCCNC(=O)C(=O)NCC1CCN(C(=O)c2ccncc2)CC1,-15

# All compounds of this part, from the start:
SMILES,PriA SSB inh
CCOC(=O)c1ccc(NC(=O)Cn2c(=O)n(Cc3nc(C)no3)c(=O)c3ccccc32)cc1,0
O=C(CN(Cc1ccc(Cl)cc1)S(=O)(=O)c1cccnc1)NCc1ccccc1,-10&3
COc1cccc(OCC(=O)Nc2cc(C)nn2-c2nc3c(cnn3-c3ccc(C)c(C)c3)c(=O)[nH]2)c1,2
Oc1ccccc1C=NN1CCN(c2ccccn2)CC1,4
O=c1c2cc(-c3ccccc3Cl)nn2ccn1Cc1ccc(Br)cc1F,-6
CC(=NNC(=O)c1cccc(Cl)c1)c1cccc(NC(=O)C(C)C)c1,-16
COCCNC(=O)C(=O)NCC1CCN(C(=O)c2ccncc2)CC1,-15
CC(Sc1cccc2cccnc12)C(=O)N(C)C (stereo not drawn),29
Cc1ccc([C@@]2(C(F)(F)F)NC(=O)N3CCN=C3S2)cc1,1
CCC1CCCCN1S(=O)(=O)c1ccc(C(=O)Nc2nc3c(s2)Cc2ccccc2-3)cc1 (stereo not drawn),4
O=C(CCSc1nnc2ccccn12)Nc1ccc(-c2nc3ccccc3s2)cc1,-12
COc1ccccc1OCC#CCNC(=O)CCSc1ccccc1,-27
CN(C)C(CNC(=O)C(=O)Nc1cccc(F)c1)c1cccc2ccccc12 (stereo not drawn),8
CCCCSc1nc2c(c(=O)[nH]1)[C@@H](c1ccc(O)c(OCC)c1)C1C(=O)CCCC1=N2 (stereo partly drawn),0
COC(=O)Cn1c(=NC(=O)c2ccnn2C)sc2cc(C(=O)OC)ccc21,-10
O=C(c1cccs1)N1CC(Oc2nc3c(F)cccc3s2)C1,6
COc1ccc(C(=O)N2CCN=C2SC)c(OC)c1,8
O=C(Nc1nc2c(s1)CN(C(=O)[C@@H]1CC=CCC1)CC2)c1ccsc1,-7
O=c1ccc(-c2ccc(F)cc2)nn1CCNS(=O)(=O)c1cccc(C(F)(F)F)c1,-7
O=C(c1ccc2[nH]ccc2c1)N1CC[C@H](Oc2cnccn2)C1,-6
CCc1ccc(S(=O)(=O)Nc2ccc3c(c2)CN(C(=O)c2ccccc2)CC3)s1,-6&4
COC(=O)Nc1ccc(S(=O)(=O)NC[C@H](OC)c2ccccc2Cl)cc1,-1
CC(Oc1ccccc1F)C(=O)N1CCN(c2ccc(-n3cncn3)nn2)CC1 (stereo not drawn),-13
Cc1ccc(NC(=O)C(=O)NCc2ccsc2)cc1,10

# Among those listed so far, these have a CF3 group:
SMILES,PriA SSB inh
Cc1ccc([C@@]2(C(F)(F)F)NC(=O)N3CCN=C3S2)cc1,1
O=c1ccc(-c2ccc(F)cc2)nn1CCNS(=O)(=O)c1cccc(C(F)(F)F)c1,-7

# Following part
SMILES,PriA SSB inh
CNC(=O)Cc1csc(NC(=O)c2cccc(Oc3ccccn3)c2)n1,-7
COc1ccc(CNC(=O)CN2CCC3(CC2)N=C(c2ccc(OC)cc2)C(=O)N3)cc1,5
O=C(Nc1ccccc1F)NC1(c2nc(C3CC3)no2)CCCCC1,-9
CO[C@@H](CNC(=O)Cc1c(F)cccc1Cl)c1ccco1,3
Cc1ccc2nc(C)c(NC(=O)Nc3cccs3)c(=O)n2c1,-10&1
O=C(Cc1ccc(F)cc1)Nc1ccc(-c2ccc(N3CCOCC3)nn2)cc1,3
O=C(/C=C/c1ccccc1)NC(=S)N1CCCCC1,-9
O=C(NCc1ccc2c(c1)OCO2)C(=O)NCC1CCN(Cc2cccs2)CC1,-8
COc1ccc(S(=O)(=O)Nc2ccc3c(c2)C(=O)N(C)c2cc(C)ccc2O3)cc1Cl,34
Cc1ccc(-c2cc3c(SCc4ccccc4F)nccn3n2)cc1C,2
COc1ccc(-c2nnc(NC(=O)c3ccccc3Cl)s2)c(OC)c1,-1
O=C(CCc1cccc(Cl)c1)NCC1(O)CCOCC1,-11
O=C(c1ccco1)N1CCSC(c2ccccc2Cl)CC1 (stereo not drawn),-7
O=C(NCc1ccc(C(=O)NC2CCCCCC2)cc1)c1ccc(F)cc1,-5
Fc1ccc(-c2csc3ncnc(Oc4cccc5cccnc45)c23)cc1,10
CCOC(=O)CCC(=O)N1C2CCC1CN(Cc1ccccc1)C2,-11
c1ccc(Cc2nnc(-c3ccc4c(c3)OCCO4)o2)cc1,-10
CCOc1cc(C=NNC(=O)CSc2nncn2C)ccc1OCc1cccc(C)c1,-10
COc1cc(Nc2ccc(NS(=O)(=O)c3cccc(C)c3)cc2)nc(C)n1,9
CC(=NNC(=O)C1CC1)c1ccccc1O,-8
Cc1nnc2ccc(OCCNS(=O)(=O)c3ccc(Oc4ccccc4)cc3)nn12,5
NC[C@@H](c1cccs1)N1CCc2ccccc21,-10
COc1ccc(NC(=O)NCC(c2ccc3c(c2)CCCN3C)N2CCN(C)CC2)cc1 (stereo not drawn),34
O=C(CSc1nccn2nc(-c3ccccc3)cc12)Nc1cccc(C(F)(F)F)c1,-11
CCOC(=O)N1CC[C@H](S(C)(=O)=O)C1,-19
COC(=O)c1ccc(CSc2ccc(NC(=O)c3ccccc3)nn2)o1,-8
Cc1ccc2[nH]c3c(=O)n(CCC(=O)N4CCN(c5ccccc5F)CC4)cnc3c2c1,-6
Cc1cc(NC(=O)Cc2ccc(F)cc2)n(C(C)C)n1,-11&-3
COC(=O)c1sccc1S(=O)(=O)N1CCC[C@@H]1CS(=O)(=O)c1ccccc1,-7
O=C(COc1ccc2ccccc2c1)NCC(=O)NN=Cc1ccco1,-7
CCN(CC)c1ccc(/C=N/NC(=O)c2ccncc2)c(O)c1,30
Fc1ccc(Cn2c(-c3cccc(Br)c3)nc3ccccc32)cc1,-14
Cn1nc(CCC(=O)Nc2c[nH]c(=O)[nH]c2=O)ccc1=O,-2
CCC(=O)N1CCC2(CC1)OCCS2,-11
CC(=NN=C1NC(=O)CC(C(=O)Nc2ccccc2)S1)c1cccs1 (stereo not drawn),1
COc1cccc(-c2nnc3ccc(OCCNC(=O)CC4CCCC4)nn23)c1,-4
COc1ccc(Cl)cc1S(=O)(=O)NC[C@](C)(O)c1cc2ccccc2o1,-20
Cc1ccc(OCCOCCOc2ccc(Br)cc2C=NNC(=O)c2ccncc2)cc1,6
CC(=O)Nc1cccc(-c2csnn2)c1,-10
Cn1cccc1/C=C(/C#N)c1nc(-c2cccs2)cs1,50
CCOc1ccc(CC(=O)Nc2cccc(-c3ccc(S(C)(=O)=O)nn3)c2)cc1,4
Cc1nc(SCC(=O)NC(C)C)[nH]c(=O)c1C,-7
Cc1cccc(-c2nc(Cn3c(=O)n(CC4CCCO4)c(=O)c4ccccc43)c(C)o2)c1 (stereo not drawn),-7
O=C1NC(=Nc2ccccc2)/C(=C/c2cccs2)S1,-6
Cc1csc(CN2CCN(C(=O)c3ccccc3C(F)(F)F)CC2)n1,-21
COc1ccc(SCCC(=O)Nc2ccccc2-c2nc3ccccc3s2)cc1,-5
O=C(NCc1ccc2c(c1)OCO2)c1sccc1S(=O)(=O)N1CCN(c2ccccc2)CC1,-8&10
Cc1ccccc1OCc1nc2ccccc2c(=O)n1N=Cc1ccco1,7
N#CCN1CC(c2nc(-c3ncccn3)no2)C1,-11
CCc1cccc(C)c1NC(=O)Cn1c(C)ncc(-c2nc(-c3ccccc3)cs2)c1=O,-11
COc1ccccc1C(C#N)N(C)C (stereo not drawn),14
COc1ccc(-c2cn3c(CCC(=O)Nc4ccc(F)c(F)c4)csc3n2)cc1,-3
CCCSc1nnc(NC(=O)NC2CCCCC2)s1,-3
CCOc1ccc(S(=O)(=O)NCC2CCN(c3nc4ccccc4o3)CC2)cc1F,-10
Oc1cc(OCCN2CCN(Cc3ccc4c(c3)OCO4)CC2)ccc1-c1[nH]ncc1-c1ccccc1,-5
Cn1cccc1C(CNS(=O)(=O)Cc1ccc(Cl)cc1)N1CCc2ccccc2C1 (stereo not drawn),7
Cc1nc2ccc3nc(NC(=O)c4cc5cc([N+](=O)[O-])ccc5s4)sc3c2s1,1
Cc1cccc(-c2nnc(SCC(=O)Nc3cc(C)ccc3C)n2-n2cccc2)c1,-7
O=C(Cc1ccc(F)cc1)Nc1nc2ccc(Br)cc2s1,-7
COc1cc(Cl)c(C)cc1NC(=O)Cn1nc(SC)c(-c2nc(-c3ccccc3)no2)c1N,8

# Later entries.
SMILES,PriA SSB inh
COc1cccc(NS(=O)(=O)c2cccc(Cl)c2)c1,-13&-11
Cc1cnc(NC(=O)c2cc(N3CCCC3)ncn2)s1,8
C=CCn1c(SCC(=O)c2ccc(Cl)c(Cl)c2)nc2scc(-c3ccco3)c2c1=O,-17
Cc1nn(C)c(C)c1S(=O)(=O)NCC(O)c1cccn1C (stereo not drawn),10
Cc1nc(-c2ccccc2NC(=O)[C@H]2CCCN(c3ccc(=O)n(C)n3)C2)cs1,-4
CC(=NNc1ccccc1)c1c(O)n(Cc2ccccc2)c(=O)[nH]c1=O,13
CN(Cc1ccco1)S(=O)(=O)c1ccc(C(=O)Nc2nc(-c3cccc([N+](=O)[O-])c3)cs2)cc1,12
O=S(=O)(Nc1cccc(C(F)(F)F)c1)c1cccc(F)c1,-19&-14
c1cncc(-c2noc(C3CNC3)n2)c1,-5
COC(=O)c1ccc(/C=C(\C#N)c2nc(-c3ccc([N+](=O)[O-])cc3)cs2)cc1,1
COc1ccc(Cl)c2sc(N(CCCN(C)C)C(=O)c3cc(C)no3)nc12,-1
O=c1cc(-c2ccccc2)nc(SCc2nc(-c3ccccc3Cl)no2)[nH]1,-17

# Exported with bars between the fields: entries from further up.
compound | PriA SSB inh
C=CCn1c(SCC(=O)c2ccc(Cl)c(Cl)c2)nc2scc(-c3ccco3)c2c1=O | -17
COC(=O)c1ccc(/C=C(\C#N)c2nc(-c3ccc([N+](=O)[O-])cc3)cs2)cc1 | 1
COc1ccc(Cl)c2sc(N(CCCN(C)C)C(=O)c3cc(C)no3)nc12 | -1
Cc1nc(-c2ccccc2NC(=O)[C@H]2CCCN(c3ccc(=O)n(C)n3)C2)cs1 | -4
CC(=NNc1ccccc1)c1c(O)n(Cc2ccccc2)c(=O)[nH]c1=O | 13
CN(Cc1ccco1)S(=O)(=O)c1ccc(C(=O)Nc2nc(-c3cccc([N+](=O)[O-])c3)cs2)cc1 | 12

# Shown as labelled records: entries from further up
Cc1nc(-c2ccccc2NC(=O)[C@H]2CCCN(c3ccc(=O)n(C)n3)C2)cs1
  PriA SSB inh: -4
C=CCn1c(SCC(=O)c2ccc(Cl)c(Cl)c2)nc2scc(-c3ccco3)c2c1=O
  PriA SSB inh: -17

# (further entries)
SMILES,PriA SSB inh
CCOc1ccc(NC(=O)CC2CCCCN2S(=O)(=O)c2ccc(C)cc2)cc1 (stereo not drawn),10
C=C(C)COc1ccc2c(C)c(CC(=O)N3C[C@H]4C[C@H](C3)c3cccc(=O)n3C4)c(=O)oc2c1C,-1
Cc1ccc(-c2nc(-c3ccccc3)c(S(=O)(=O)CC(=O)Nc3ccc(C)c(C)c3)[nH]2)cc1,0
O=C(CC1CSc2nccc(=O)n21)NC1CCCCCC1 (stereo not drawn),-9
CCCCCCOc1ccc(C=c2sc(=C(C#N)C(=O)NCc3ccco3)n(-c3ccccc3)c2=O)cc1,-12
O=C(Cc1c[nH]c2ccccc12)N1CCN(c2cc(C(F)(F)F)ncn2)CC1,-15
N#Cc1cccc(C(=O)NCCn2ccnc2C2CC2)c1,-11
CC(=CC(=O)c1ccccc1)Nc1ccc(O)cc1,17
Cc1cc(NC(=O)CSc2ccc(NC(=O)c3cccs3)nn2)no1,-2&-1
COc1cc(C(=O)O)c(N)cc1O,0
Cc1cc(Cl)cc2sc(NC(=O)c3ccccc3F)nc12,3
COc1ccc(C)cc1NC(=O)Cn1cnc2c(cnn2C2CCS(=O)(=O)C2)c1=O (stereo not drawn),-12
O=C(Cc1ccc(-c2ccccc2)cc1)Nc1ccc2c(c1)CN(C(=O)c1ccco1)CC2,23
COc1ccc(-c2cnc(SCC(=O)Nc3nc(C)cs3)n2Cc2ccco2)cc1,30*
Cc1csc(CN2CCN(C(=O)c3cccc(C(F)(F)F)c3)CC2)n1,-5&-2
O=C(NCc1ccco1)c1ccc(-n2cccn2)nn1,1
Cc1cc(C(=O)NC[C@H](O)c2ccoc2)c(C)o1,5
Cc1cc(CNS(=O)(=O)c2cccs2)c(C)o1,-12
CCCc1c(C(=O)NCc2ccco2)nnn1-c1ccc(OC)cc1,-13
Nc1nc2c(Br)cccc2s1,-4
Cc1nc(-c2ccc(S(=O)(=O)NCC(C)(O)c3cc4ccccc4o3)cc2)co1 (stereo not drawn),9
Cc1cc(C)nc(NN=Cc2cn[nH]c2-c2ccccc2)n1,8
COc1cccc2sc(OC3CN(C(=O)c4cc(-c5ccco5)on4)C3)nc12,-2
O=C(CSc1ncnc2c1nnn2Cc1ccc(F)cc1)NCc1ccccc1Cl,-8
O=C(c1c[nH]c2ccccc12)N1CCN(c2nc(-c3ccsc3)cs2)CC1,9
C=CCn1c(CSc2nc(N)cc(N)n2)nnc1SCC(=O)Nc1sc(C)c(C)c1C(=O)OCC,-8
C[C@@H](O)CN=c1cc(-c2ccccc2)oc2ccc(Cl)cc12,-12
COc1ccccc1N1CCN(C(=O)Cn2ncn3nc(-c4ccccc4)cc3c2=O)CC1,-5
CC(C)CNC(=O)C(=O)NCCCc1ccc(N(C)C)cc1,-6
O=S(=O)(NCCn1ccn2nccc12)c1ccccc1Br,-8
CCOC(=O)c1cnn2ccc(NC(=O)c3csc(-c4ccccc4)n3)cc12,0

# Screening results from PubChem BioAssay.
